TAAR1 antagonist: human TAAR1 antagonists, primary screen, Fluo-8 calcium fluorescence, CHO RD-HGA16 cells; antagonist; inhibition, % at 3 µM; 360,000 compounds, 1.5% hits;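 active = inhibition above a per-plate cutoff, the mean inhibition of test compounds on that plate plus 3 SD, cut at about 49% in these data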;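 note: 0% = DMSO plus EC80 beta-PEA response and 100% = DMSO alone without agonist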
Target sequence (Q96RJ0 whole entry, looked up): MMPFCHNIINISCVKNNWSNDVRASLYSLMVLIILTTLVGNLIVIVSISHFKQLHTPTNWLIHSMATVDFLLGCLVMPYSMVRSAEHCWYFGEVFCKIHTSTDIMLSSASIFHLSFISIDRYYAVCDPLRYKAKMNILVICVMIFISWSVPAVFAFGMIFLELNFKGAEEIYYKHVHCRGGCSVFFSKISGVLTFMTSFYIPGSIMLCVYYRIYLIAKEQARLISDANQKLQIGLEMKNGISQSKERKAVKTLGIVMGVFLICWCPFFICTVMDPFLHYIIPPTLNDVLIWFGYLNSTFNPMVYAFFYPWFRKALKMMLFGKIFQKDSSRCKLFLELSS
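Test system: hTAAR1-expressing CHO RD-HGA16 cells, Gα16-coupled; Probe or stimulus: EC80 β-phenethylamine stimulus; Compound dosing: single nominal final test compound concentration of 3 µM; Timing: 140 s kinetic read after compound, 140 s after agonist; Signal: Fluo-8 calcium-sensitive fluorescence; Measure: % inhibition of agonist calcium response; Controls: DMSO and EC80 PEA controls.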
CRFR2-BP ag: agonists of CRF-BP/CRF-R2 complex, primary screen, cell-based, HEK293, calcium dye fluorescence, uHTS. CRF-binding protein / CRF receptor 2 complex (human). AID 588473, 2011. calcium dye fluorescence (FLIPR); percent of saturating CRF peptide response. 350,000 compounds, 0.46% hits. activation, % at 13.2 µM;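 active = activation of at least 50%, plus an integration ratio under a set limit after plate pattern correction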;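 note: plate controls were neutral control wells without compound for no effect and CRF at EC100 for full effect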
CRFR2-BP antag: antagonists of CRF-BP/CRF-R2 complex, primary screen, cell-based, HEK293, calcium dye fluorescence, uHTS; CRF-induced calcium fluorescence; inhibition, % at 11.8 µM; 350,000 compounds, 0.59% hits; AID 588475, 2011;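 active = inhibition of the ligand-induced calcium signal above about 50% at the single tested concentration, limit read from the data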
M5 antag: human M5 muscarinic receptor antagonists, primary screen, CHO cells, Fluo-8 calcium fluorescence | Muscarinic acetylcholine receptor M5 (Homo sapiens), P08912 | CHO-hM5 cells, ACh EC80 | inhibition, % at 3 µM | 360,000 compounds, 0.59% hits | AID 624040, 2012;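 active = inhibition above a per-plate cutoff, the mean of that plate's test compounds plus 3 SD, cut at about 27% in these data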;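 note: 0% = acetylcholine EC80 with DMSO and 100% = DMSO without agonist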
Target sequence (P08912 whole entry, looked up): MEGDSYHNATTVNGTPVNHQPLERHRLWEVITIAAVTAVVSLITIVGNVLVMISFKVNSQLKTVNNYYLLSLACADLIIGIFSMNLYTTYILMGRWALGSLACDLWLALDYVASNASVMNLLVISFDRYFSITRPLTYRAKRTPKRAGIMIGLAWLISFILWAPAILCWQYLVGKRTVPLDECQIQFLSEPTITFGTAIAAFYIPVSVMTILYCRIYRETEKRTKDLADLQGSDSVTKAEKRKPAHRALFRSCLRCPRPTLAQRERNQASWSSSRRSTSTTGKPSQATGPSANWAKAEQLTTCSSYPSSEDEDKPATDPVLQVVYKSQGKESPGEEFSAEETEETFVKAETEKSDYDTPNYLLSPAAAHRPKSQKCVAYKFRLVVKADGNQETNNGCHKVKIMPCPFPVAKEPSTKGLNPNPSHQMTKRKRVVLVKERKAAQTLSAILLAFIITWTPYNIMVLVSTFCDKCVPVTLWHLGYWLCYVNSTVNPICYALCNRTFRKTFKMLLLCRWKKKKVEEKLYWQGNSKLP
M5 PAM: human M5 muscarinic receptor positive allosteric modulators, primary screen, CHO-K1 cells, Fluo-8 calcium fluorescence | Muscarinic acetylcholine receptor M5 (Homo sapiens), P08912 | CHO-K1 hM5, ACh EC20 PAM; 0% = ACh EC20, 100% = ACh EC100 | activation, % at 3 µM | 360,000 compounds, 0.3% hits;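 active = activation above the run cutoff, the mean activation of all test compounds plus 3 SD, cut at about 18% in these data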
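Probe or stimulus: acetylcholine, EC20 level; Assay system: human M5 receptor in CHO-K1 cells; Schedule: compound preincubation 140 s before EC20 acetylcholine addition; Technique: intracellular calcium via Fluo-8 fluorescence; Dosing: single-point, 3 µM nominal; Read-out basis: percent activation from peak-over-basal fluorescence ratio, scaled EC20-to-EC100 acetylcholine; Repeats: one well per compound, no replicates.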
M1 PAM parental: nonselective calcium activators in parental CHO-K1 cells, primary screen, counter-screen for M1 PAM project, cell-based, Fluo-8 calcium fluorescence, full deck, 1536-well | 360,000 compounds, 0.02% hits | activation, % at 3 µM | ATP EC20; 0% at ATP EC20, 100% at ATP max;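 active = activation above the run cutoff, the mean activation of all test compounds plus 3 SD, cut at about 40% in these data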;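 note: peak over basal fluorescence ratio in a 140 s read after ATP addition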
M5 ag: human M5 muscarinic receptor agonists, primary screen, CHO-K1 cells, Fluo-8 calcium fluorescence. CHO-K1 hM5 cells; 0% DMSO wells, 100% maximal acetylcholine response. AID 624037, 2012. 360,000 compounds, 0.19% hits. Muscarinic acetylcholine receptor M5 (Homo sapiens), P08912. activation, % at 3 µM;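 active = activation above the run's mean over test compounds plus 3 SD, cut at about 23% in these data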;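 note: signal is peak over basal fluorescence ratio across the kinetic read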
CHRM4 PAM: human M4 muscarinic receptor positive allosteric modulators, primary screen, CHO-K1 cells, Fluo-8 calcium fluorescence; Muscarinic acetylcholine receptor M4 (Homo sapiens), P08173; CHO-K1 hM4/Gqi5, ACh EC20; 0% = ACh EC20, 100% = maximal ACh; activation, % at 3 µM; 360,000 compounds, 0.4% hits;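 active = activation above its plate's cutoff, the mean activation of sample wells plus 3 SD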; note: some results filed as inactive read as strong as hits
TAAR1 agonist: human TAAR1 agonists, primary screen, Fluo-8 calcium fluorescence, CHO RD-HGA16 cells. activation, % at 3 µM. 360,000 compounds, 0.99% hits. vehicle wells 0%, saturating PEA agonist 100%. Trace amine-associated receptor 1 (Homo sapiens), Q96RJ0. AID 624467, 2012;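 active = activation above the mean activation of all test compounds in the run plus 3 SD, cut at about 38% in these data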
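Assay system: CHO-derived RD-HGA16 cells with stable Gα16 and human TAAR1; timing: 17-24 h seeding, 75 min 37 °C dye, 30 min RT; read-out: % activation from peak over basal fluorescence ratio, DMSO-to-PEA scaled; measured by: kinetic Fluo-8 calcium fluorescence; benchmarks: low control DMSO, high control PEA (EC100); doses: 3 µM single concentration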
* = called active by the depositor; x = not tested or not shown.

mol	TAAR1 antagonist	CRFR2-BP ag	CRFR2-BP antag	M5 antag	M5 PAM	M1 PAM parental	M5 ag	CHRM4 PAM	TAAR1 agonist
CCN(CC)CCN(Cc1cc2cc(C)ccc2[nH]c1=O)C(=O)Nc1ccccc1OC	6	0.6	-1	2	-2	18	-3	-4	1
COc1cccc(NC(=O)CN(C)C(=O)c2cc(-c3ccccc3)nn2-c2ccccc2)c1	-3	0.4	0	5	-4	16	-2	18*	5
CC(c1ccco1)N(C(=O)C12CC3CC(CC(C)(C3)C1)C2)c1ccccn1 (centres undefined)	-2	0.0	-21	4	1	-3	-4	19	18
COCC(C)n1c(SCc2ccc(OC)c(F)c2)nc2ccccc2c1=O (centres undefined)	-30	3.6	20	-3	4	1	-1	-4	2
CCOC(=O)N1CCN(S(=O)(=O)c2ccc(C)c(C(=O)NC3CCCCC3)c2)CC1	1	0.0	-5	2	2	20	-3	-1	0
COC(=O)C1=C(C)NC(=S)NC1c1ccc(-c2cc(Cl)ccc2Cl)o1 (centres undefined)	-30	2.3	-3	3	4	-8	-1	1	6
CCN1C(=O)/C(=C/C=C2/Sc3ccccc3N2CCO)SC1=S	2	15	-17	11	-3	12	2	4	7
O=S1(=O)CCC(SCc2nc3sccn3c2Br)C1 (centres undefined)	0	-0.4	9	3	-1	-7	1	0	3
CCOc1ccc(NC(=O)NNC(=O)COc2ccc3ccccc3c2)cc1	-21	0.4	10	22	34*	12	2	1	1
COc1cccc(OCc2cc(/C=N/Nc3ccc(C(=O)O)cc3)ccc2OC)c1	-9	0.6	12	3	10	12	-1	5	-3
COc1ccc(-c2cc(=Nc3ccc(C)cc3)c3ccccc3o2)cc1	-3	-1.6	0	-1	11	10	-4	-2	6
CC1CCN(c2nc3ccccc3n2CC(=O)c2ccccc2)CC1	-13	-0.7	14	6	-17	3	-8	-26	4
CCC(C)NC(=O)C1c2cc(OC)c(OC)cc2C(=O)N(C)C1c1ccc(OC)cc1 (centres undefined)	14	-0.1	-3	-8	-8	-3	5	-2	1
Cc1nc2c(C)cccn2c(=O)c1NC(=O)c1ccc2c(c1)OCO2	3	-0.4	-4	3	-1	-20	-4	16	7
CC1CCN(C(=O)c2[nH]cnc2C(=O)N[C@H](C)c2ccccc2)CC1	-10	-0.8	-8	4	-7	6	-3	-5	2
Cc1ccc(NC2CCCN(C(=O)c3ccc(F)cc3)C2)cc1C (centres undefined)	-23	-3.5	2	16	-6	-4	-5	4	-2
CC(C)Oc1ccc2nnnn2n1	9	-1.6	-25	3	14	-5	-4	1	16
CCn1ncc(/C=C/C(=O)Nc2c(C)nn(Cc3ccc(Cl)cc3Cl)c2C)c1C	7	-2.7	-16	8	-6	18	-1	-6	7
Cc1ccc(NC(=O)CN2C(=O)c3ccccc3S2(=O)=O)cc1C	-1	0.6	-2	9	-6	-2	-3	1	4
COc1ccc(CN2CCNC(=O)C2CC(=O)NC2CCCCCC2)cc1C (centres undefined)	-7	1.6	-8	1	-5	-3	-1	-3	3
COc1c(Cl)cc(C(=O)Nc2cccnc2)cc1Cl	8	-2.1	-6	0	-5	-11	3	-4	34
O=Cc1c[nH]c2ccc(NC(=O)OCc3ccccc3)cc12	-18	-4.1	-7	7	1	-28	3	4	7
COc1cc(Br)cc(CN2CCN(C/C=C/c3ccccc3)CC2)c1O	-13	-1.3	1	-3	-10	21	-6	-12	19
CC(C)(C)c1ccc(C(=O)CSc2nc3ccccc3c(=O)[nH]2)cc1	20	1.6	-22	-1	1	-11	-1	7	1
Cc1ccc(S(=O)(=O)N(C)C)cc1NC(=O)CN1CCCC1	-12	-1.1	-1	11	0	12	-5	0	5
CCCCCCn1c(=O)n2n(c1=O)C[C@]1(OC(=O)Nc3c(C)noc3C)CN(S(=O)(=O)c3ccc(C)cc3)C[C@]1(O)C2	17	-1.7	-2	6	-6	9	2	-5	10
O=C(CCCC(=O)N1CCc2ccccc21)N1CCc2ccccc21	2	-2.6	5	-4	3	10	0	7	1
CC(=C1SC(=S)NC1=O)c1ccccc1	-4	-4.2	33	6	0	2	0	-3	1
Cn1cc(-c2ccc(Cl)cc2)cc(C#N)c1=O	11	-0.6	-15	1	-6	-9	-2	5	-1
CCOc1ccc(Oc2ccc(S(=O)(=O)N3CCOCC3)cc2NC(=O)CCNC(C)=O)cc1	-9	-1.3	1	-1	4	8	4	18	3
COc1ccc(OC(=O)c2cn(C)nc2C(F)(F)F)cc1	3	0.1	-1	-1	-3	16	-3	14	10
CCCN(CC(=O)Nc1ccccc1C)C(=O)COc1c(C)cccc1C	8	-1.2	5	3	-1	4	3	1	5
Cc1cccc2cc(CN(CC3CCCO3)S(=O)(=O)c3ccccc3)c(=O)[nH]c12 (centres undefined)	49*	-2.3	-17	12	-8	10	0	-5	10
COc1cc(-c2c(NC(=O)c3ccco3)oc3ccccc3c2=O)cc(OC)c1OC	20	-0.3	-5	14	-11	20	1	1	10
CCn1cc(CCC(=O)NCc2cccc(OC)c2OC)c2ccccc21	0	-1.7	21	5	2	8	-1	3	1
O=C1NC(=O)c2cc(Br)cc3cccc1c23	-4	0.3	-14	-2	9	18	1	8	5
CC(C)Cc1ccc(CN2CCCC(NC(=O)c3nn(C)c(=O)c4ccccc34)C2)cc1 (centres undefined)	-34	0.6	1	18	-2	6	-3	7	1
CCCCN1CC(Br)C(=O)NC1=O (centres undefined)	-15	1.2	-6	9	1	14	3	6	1
NC(=O)CSc1nnc(NC(=O)c2ccc(S(=O)(=O)N3CCOCC3)cc2)s1	-26	-0.9	2	17	-4	7	-1	-4	0
CCN(C[C@H]1N[C@@](Cc2ccccc2)(C(=O)OC)[C@H]2C(=O)N(C)C(=O)[C@@H]12)C(C)=O	-12	-1.9	5	3	-4	2	-2	1	3
CC1CCN(C(c2ccccc2)c2nnnn2C(C)(C)C)CC1 (centres undefined)	-15	0.3	3	1	-3	-4	-12	3	17
COc1ccccc1Cc1c(-c2ccc(Cl)cc2)nc2ccc(Br)cn12	-7	x	x	6	1	8	-1	5	6
COc1ccc(-c2cc(=O)oc3c(C)c(O)c(CN(C)C)cc23)cc1	-11	5.7	-13	-4	0	-3	-1	0	5
Cc1occc1C(=O)NNC(=O)C1CC1	-1	8.1	-31	1	-1	21	1	-8	1
CC(C)(C)c1cc(C(=O)NNc2ccc(OC(F)(F)F)cc2)n(Cc2ccccc2)n1	-17	0.7	2	4	-1	-10	-5	7	3
O=C(Cc1ccc(F)cc1)NCCS(=O)(=O)N1CCN(c2cccc(Cl)c2)CC1	-10	-0.4	-2	-14	2	-20	5	11	2
COc1ccc(OC)c(NC(=O)Cn2cc(C#N)c3cc(Br)ccc32)c1	8	0.5	-2	4	-2	21	-1	-4	6
COC(=O)c1ccccc1NC(=S)NC(=O)COc1ccccc1	-1	-3.7	-8	3	0	14	0	6	21
O=C(NCCO)c1nc(NCCO)c2ccccc2n1	-12	-3.0	-9	10	-10	6	-1	-5	4
CCn1c(N2CCN(C(c3ccccc3)c3ccccc3)CC2)nc2c1c(=O)[nH]c(=O)n2C	14	-0.5	-17	2	2	8	-6	0	4
O=C(NC1CCN(Cc2ccccc2)CC1)c1ccc(S(=O)(=O)NCc2ccco2)cc1	-20	-1.0	-6	8	3	12	-7	-4	4
CCCCCCCNC(=O)C1(CC2CC(c3ccc(Cl)cc3)=NO2)CCN(C(=O)CCCCCBr)CC1 (centres undefined)	6	-0.5	-1	13	6	-16	-4	18	3

Among those listed so far, 7 contain bromine.
mol	TAAR1 antagonist	CRFR2-BP ag	CRFR2-BP antag	M5 antag	M5 PAM	M1 PAM parental	M5 ag	CHRM4 PAM	TAAR1 agonist
O=S1(=O)CCC(SCc2nc3sccn3c2Br)C1 (centres undefined)	0	-0.4	9	3	-1	-7	1	0	3
COc1cc(Br)cc(CN2CCN(C/C=C/c3ccccc3)CC2)c1O	-13	-1.3	1	-3	-10	21	-6	-12	19
O=C1NC(=O)c2cc(Br)cc3cccc1c23	-4	0.3	-14	-2	9	18	1	8	5
CCCCN1CC(Br)C(=O)NC1=O (centres undefined)	-15	1.2	-6	9	1	14	3	6	1
COc1ccccc1Cc1c(-c2ccc(Cl)cc2)nc2ccc(Br)cn12	-7	x	x	6	1	8	-1	5	6
COc1ccc(OC)c(NC(=O)Cn2cc(C#N)c3cc(Br)ccc32)c1	8	0.5	-2	4	-2	21	-1	-4	6
CCCCCCCNC(=O)C1(CC2CC(c3ccc(Cl)cc3)=NO2)CCN(C(=O)CCCCCBr)CC1 (centres undefined)	6	-0.5	-1	13	6	-16	-4	18	3

Screening data (PubChem)

This is a random part of the collection. About 4.2% of those tested had a hit in this group.
